# Bioassay records (PubChem)
# ABHD4 inh – ABHD4 inhibitors, primary screen, biochemical, fluorescence polarization, mouse. AID 720543, 2013. inhibition, % at 8.92 µM. purified mABHD4, FP-Rh probe fluorescence polarization. (Lyso)-N-acylphosphatidylethanolamine lipase (Mus musculus), Q8VD66. actives 0.54% (n = 370,000);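 active = inhibition exceeding the mean over every tested compound plus 3 SD, cut at about 30% in these data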;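 also: 0% = plate median of compound wells and 100% = S159A mutant with DMSO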
#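 assay system = mABHD4 protein | compound dosing = single nominal dose of 8.92 µM, 0.89% DMSO final | read-out basis = percent inhibition of probe binding, normalized to plate controls | schedule = Enzyme–compound pre-incubation 45 min, then probe 60 min, both 25 °C | detection = fluorescence polarization, excitation 525 nm, emission 598 nm, BODIPY TMR filters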
# GC-B act – human GC-B receptor activators, primary screen, HEK293 GC-B cells, cGMP TR-FRET, EC30 CNP; Atrial natriuretic peptide receptor 2 (Homo sapiens), P20594; 0% at EC30 CNP, 100% saturating CNP; activation, % at 10 µM; actives 0.11% (n = 370,000); AID 1920062, 2024;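 active = activation at 10 µM reaching about 35% in either raw or pattern-adjusted values, limit read from the data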
# Target sequence (P20594 whole entry, looked up): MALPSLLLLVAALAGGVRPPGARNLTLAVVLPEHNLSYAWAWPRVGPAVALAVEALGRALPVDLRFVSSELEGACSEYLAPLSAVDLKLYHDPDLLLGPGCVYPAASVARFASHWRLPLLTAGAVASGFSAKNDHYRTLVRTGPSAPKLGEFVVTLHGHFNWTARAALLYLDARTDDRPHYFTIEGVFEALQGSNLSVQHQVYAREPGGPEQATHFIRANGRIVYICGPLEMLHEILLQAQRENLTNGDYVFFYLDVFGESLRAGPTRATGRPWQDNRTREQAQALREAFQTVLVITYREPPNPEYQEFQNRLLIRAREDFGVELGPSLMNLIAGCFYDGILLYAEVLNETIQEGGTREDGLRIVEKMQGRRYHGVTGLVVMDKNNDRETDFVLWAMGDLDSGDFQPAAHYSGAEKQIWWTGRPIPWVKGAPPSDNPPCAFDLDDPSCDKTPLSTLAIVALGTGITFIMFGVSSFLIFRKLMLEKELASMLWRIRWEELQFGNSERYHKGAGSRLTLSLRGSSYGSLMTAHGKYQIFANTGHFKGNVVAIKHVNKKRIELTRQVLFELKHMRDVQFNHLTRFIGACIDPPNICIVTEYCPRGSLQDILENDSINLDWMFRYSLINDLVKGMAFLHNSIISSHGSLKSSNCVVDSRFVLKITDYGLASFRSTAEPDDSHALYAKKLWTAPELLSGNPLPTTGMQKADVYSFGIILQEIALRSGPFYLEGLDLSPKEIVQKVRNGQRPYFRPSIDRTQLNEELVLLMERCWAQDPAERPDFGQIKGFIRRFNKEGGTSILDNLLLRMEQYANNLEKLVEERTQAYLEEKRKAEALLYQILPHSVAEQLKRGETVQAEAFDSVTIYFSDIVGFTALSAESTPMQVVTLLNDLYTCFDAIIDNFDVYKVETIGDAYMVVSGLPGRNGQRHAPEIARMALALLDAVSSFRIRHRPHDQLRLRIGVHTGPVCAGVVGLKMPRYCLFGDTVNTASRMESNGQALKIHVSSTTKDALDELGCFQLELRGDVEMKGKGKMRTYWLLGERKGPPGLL
# HTRA1 inh – HTRA1 serine protease inhibitors, primary screen, biochemical, fluorescence polarization, HTS. Q92743. recombinant HTRA1, FP-rhodamine activity-based probe. inhibition, % at 5.96 µM. actives 0.5% (n = 340,000). AID 504803, 2011; in the data active = inhibition above about 36%;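 also: 0% = enzyme with DMSO and 100% = wells lacking enzyme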
# ASAP1 inh – inhibitors of human ASAP1 ArfGAP activity, primary screen, biochemical, fluorescence polarization; Arf-GAP with SH3 domain, ANK repeat and PH domain-containing protein 1 (Homo sapiens), …; ASAP1-stimulated ARF1 GTP hydrolysis, GDP FP detection; inhibition, % at 16.5 µM; actives 0.19% (n = 360,000); AID 624377, 2012; in the data active = inhibition above about 25%;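 also: 0% = vehicle with enzyme and substrate and 100% = no enzyme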
# PG9 Ab binder – binders of HIV-1 gp120 antibody PG9, primary screen, biochemical, TR-FRET. inhibition, % at 6.7 µM. actives 0.43% (n = 360,000). HIV-1 gp120 / PG9 antibody interaction. TR-FRET gp120-PG9 antibody binding; in the data active = inhibition above about 8.5%
# Rev-erbA mod – modulators of Rev-erb alpha DNA binding, primary screen, biochemical, FITC-DNA, fluorescence polarization, uHTS; Rev-erbα–FITC-DNA binding, 90 min; activity, % at 10 µM; actives 0.79% (n = 370,000); Nuclear receptor subfamily 1 group D member 1 (Homo sapiens), P20393;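 active = activity above about 14%, limit read from the data; passing the limit was not always enough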;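 also: 0% = DMSO wells with 35 nM protein and 100% = DMSO wells with 750 nM protein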
# ARFGAP1 inhibitor – inhibitors of rat ARFGAP1 GAP activity, primary screen, biochemical, fluorescence polarization, GDP tracer; Arfgap1-stimulated ARF1 GTP hydrolysis, GDP FP detection; inhibition, % at 16.5 µM; actives 0.26% (n = 360,000); AID 651572, 2012;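 active = inhibition above a per-plate limit, mean inhibition of low control wells plus 3 SD, cut at about 25% in these data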;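 also: 0% = DMSO wells with enzyme and 100% = wells lacking Arfgap1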
#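 Repeats: one replicate per compound; assay system: rat Arfgap1 catalytic domain, aa 1-136; times: enzyme reaction 120 min at 25 °C after 20 min preincubation; detection: FP of antibody-bound GDP Alexa 633 tracer, ex 620/em 688 nm; benchmarks: high control wells lacking Arfgap1, low control full reaction with DMSO; reagent: human ARF1(Δ1-17)-GTP substrate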
# rCAG RNA binder – binders of r(CAG) RNA repeats, primary screen, biochemical, fluorescence. r(CAG) RNA repeat, TO-PRO-1 dye displacement fluorescence. inhibition, % at 3 µM. actives 1.3% (n = 370,000);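 active = inhibition above the plate cutoff, the mean of all test compounds on that plate plus 3 SD, cut at about 35% in these data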;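 also: 0% = DMSO alone and 100% = 100 µM mitoxantrone as full dye displacement; higher means more dye released from RNA so lower well fluorescence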
# SMARCA2 act – SMARCA2 (BRM) function activators, primary screen, cell-based, luminescence, high throughput | MG213 cells, MMTV-luciferase reporter, dexamethasone, overnight | activation, % at 9.1 µM | actives 1% (n = 370,000) | AID 652017, 2013; in the data active = activation above about 7.8%;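 also: 0% = vehicle wells and 100% = reference activator wells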
# GC-A act – GC-A stimulated cGMP production enhancers – HEK293 GC-A cells, cGMP TR-FRET, EC30 ANP, primary screen; 0% at EC30 ANP, 100% saturating ANP; activation, % at 10 µM; actives 0.14% (n = 370,000); in the data active = activation above about 40%
# * = called active by the depositor; . = not tested or not shown.
SMILES,ABHD4 inh,GC-B act,HTRA1 inh,ASAP1 inh,PG9 Ab binder,Rev-erbA mod,ARFGAP1 inhibitor,rCAG RNA binder,SMARCA2 act,GC-A act
CCOC(=O)c1ccc(S(=O)(=O)N2CC(=O)Nc3ccccc32)cc1,-3,-4,-7,-11,-1.0,-4,8,8,-2,-1
COc1ccc(CCNC(=O)c2ccc(=O)[nH]c2)cc1,0,0,0,-10,-2.0,1,3,-1,-2,1
CC(C)(C)C1CCc2c(sc(NC(=O)c3ccncc3)c2C(N)=O)C1 (stereo unspecified),-31,0,-51,-3,-0.9,-1,-6,15,1,4
COc1ccccc1NC(=S)NC(=O)C(C)(C)C,-1,2,-2,-5,-1.6,-18,3,-7,1,-1
CCOC(=O)c1cc(C(=O)Nc2sc3c(c2C#N)CCCC3)nn1C,2,-11,0,11,-2.8,7,-2,-2,-3,-17
Cc1cccc(N2CC(C(=O)NCC3COc4ccccc4O3)CC2=O)c1C (stereo unspecified),4,-1,1,15,-1.6,-5,1,1,1,-1
O=S(=O)(NCc1cn2ccsc2n1)c1ccc(Oc2ccccc2)cc1,-3,-1,-15,4,1.4,-9,8,4,-1,-7
Cc1cc(C)cc(NC(=O)CSc2nnc(NC(=O)C3CC3)s2)c1,1,-1,-2,5,3.9,-2,-6,1,1,-2
Cc1oc(S(=O)(=O)N2CCCCC2)cc1NC(=O)Nc1ccc(Cl)cc1,-4,5,-11,11,-0.4,-2,-12,6,-3,1
COc1cccc(-c2oc3c(c2C#CCCO)C(O)CCC3)c1 (stereo unspecified),5,5,.,-8,-1.9,-9,-4,5,-2,3
CN(C(=O)c1ccc(NC(=O)Cc2ccc(NC(=O)C3CCCN(C(=O)C4CCCC4)C3)cc2)cc1)C1CCCC1 (stereo unspecified),-5,4,-5,-1,-1.5,1,5,6,-2,-9
CCSC1=NCCN1C(=O)Cc1ccc(-c2ccccc2)cc1,-10,-2,-9,-5,1.2,-3,6,0,-3,-6

# Sorted by molecular weight (smallest number first): part of the list above
SMILES,ABHD4 inh,GC-B act,HTRA1 inh,ASAP1 inh,PG9 Ab binder,Rev-erbA mod,ARFGAP1 inhibitor,rCAG RNA binder,SMARCA2 act,GC-A act
COc1ccccc1NC(=S)NC(=O)C(C)(C)C,-1,2,-2,-5,-1.6,-18,3,-7,1,-1
COc1cccc(-c2oc3c(c2C#CCCO)C(O)CCC3)c1 (stereo unspecified),5,5,.,-8,-1.9,-9,-4,5,-2,3
Cc1cc(C)cc(NC(=O)CSc2nnc(NC(=O)C3CC3)s2)c1,1,-1,-2,5,3.9,-2,-6,1,1,-2
O=S(=O)(NCc1cn2ccsc2n1)c1ccc(Oc2ccccc2)cc1,-3,-1,-15,4,1.4,-9,8,4,-1,-7

# More compounds follow.
SMILES,ABHD4 inh,GC-B act,HTRA1 inh,ASAP1 inh,PG9 Ab binder,Rev-erbA mod,ARFGAP1 inhibitor,rCAG RNA binder,SMARCA2 act,GC-A act
CCc1ccc(/C=C2\SC(N3CCOCC3)=NC2=O)cc1,3,-5,-6,-4,-3.4,-3,0,-4,-1,-5
Cc1onc(-c2c(Cl)cccc2Cl)c1C(=O)N1CCCc2ccccc21,-1,-7,7,-1,-0.2,1,20,-4,0,-6
COc1cc(/C=N/Nc2ccccc2)ccc1O,8,1,11,13,0.5,-6,17,7,-2,3
O=C(Nc1cccc(C(F)(F)F)c1)C1Cc2c(-c3ccccc3)ccnc2O1 (stereo unspecified),-15,-2,.,2,-1.4,1,11,-1,-3,-5
S=c1[nH]nc(COc2ccc(Cl)cc2)n1-c1ccccc1,-5,2,2,5,2.0,-7,3,5,-1,-2
CCOC(=O)C(Cc1ccc(Cl)cc1Cl)c1ccno1 (stereo unspecified),-14,-2,-4,-7,-1.2,3,7,-3,-4,0
O=C(c1cccc(F)c1)N1CCN(c2cc(N3CCCCC3)c(F)cc2[N+](=O)[O-])CC1,-6,-9,-5,-7,1.0,2,-9,0,6,-6
CCC(C)(C)NCC(=O)Nc1ccc(OC(F)(F)F)cc1,4,1,1,20,0.1,-2,-5,-3,0,1
Cc1ccc(C2c3c(oc4ccccc4c3=O)C(=O)N2c2nncs2)cc1 (stereo unspecified),-3,-14,1,-11,0.7,6,0,1,-7,-13
Cc1cc(C)c2c(=O)[nH]n(C(C)C)c2n1,-1,8,-2,-3,-2.1,-2,14,1,1,2
CC(NC(=O)Cn1cc(Br)c([N+](=O)[O-])n1)c1ccccc1 (stereo unspecified),0,2,-6,0,-1.3,2,5,-2,0,-2
Cc1noc(C)c1NC(=O)N(C)C[C@H]1Oc2c(NC(=O)Nc3ccc(C(F)(F)F)cc3)cccc2C(=O)N([C@H](C)CO)C[C@@H]1C,-4,2,-7,1,-1.3,3,6,0,2,3
COC(=O)C(C)(C)ONC(=O)Nc1ccc(C)cc1,-1,0,-1,-8,-0.7,-1,-2,-2,1,1
Cc1nnn(C23CC4CC(CC(CC(=O)Nc5ccc(C)c(Cl)c5)(C4)C2)C3)n1,-12,8,-44,7,1.3,2,2,-1,-1,1
CCN1/C(=C\C=C2\C(=O)N(c3ccccc3)C(=S)N2C)Sc2ccccc21,-6,-1,-9,0,-2.1,-12,14,-1,-3,8
COC(C(=O)NCc1ccccc1C)c1ccccc1 (stereo unspecified),-2,-6,7,-1,0.2,-2,-2,-2,-4,1
C#CCN(C[C@H]1[C@H](OC(=O)NCc2ccccc2F)[C@H](OC(=O)NCc2ccccc2F)C[C@@H](C(=O)OC)[C@H]1C(=O)OC)S(=O)(=O)c1ccc(C)cc1,-2,3,-26,-2,-0.4,0,8,11,-1,-1
CN(C)CCCOc1ccc(-c2ccc3nncn3c2)cn1,8,0,.,0,-1.2,-3,0,4,3,2
N/C(CCN1CCCCC1)=N/O,13,2,-7,-4,1.0,1,0,-2,-1,5
COC(=O)c1cc(Br)c(=O)n(-c2cc(C)on2)c1,-2,3,6,-3,9.8*,6,0,0,0,1
O=C(OCCC12CC3CC(CC(C3)C1)C2)c1ccc(NCc2cc(O)ccc2O)cc1,15,2,-2,5,-1.6,-4,3,36*,-12,-14
Cn1c(SCc2ccc(C#N)cc2)nnc1-c1ccccc1,0,-3,-2,3,0.3,-1,-4,-2,0,-1
COc1cc(C=C2C(=O)c3ccccc3C2=O)cc(OC)c1,14,-1,-5,-2,0.8,10,-3,2,-7,11
CCC1=Nc2ccc(Br)cc2C(c2ccccc2)N1CC(=O)OC (stereo unspecified),-10,-27,-2,0,1.7,-3,0,2,7,-32

# Fetched by structure from the entries so far, 3 records:
SMILES,ABHD4 inh,GC-B act,HTRA1 inh,ASAP1 inh,PG9 Ab binder,Rev-erbA mod,ARFGAP1 inhibitor,rCAG RNA binder,SMARCA2 act,GC-A act
COc1cc(C=C2C(=O)c3ccccc3C2=O)cc(OC)c1,14,-1,-5,-2,0.8,10,-3,2,-7,11
COC(=O)C(C)(C)ONC(=O)Nc1ccc(C)cc1,-1,0,-1,-8,-0.7,-1,-2,-2,1,1
CCC1=Nc2ccc(Br)cc2C(c2ccccc2)N1CC(=O)OC (stereo unspecified),-10,-27,-2,0,1.7,-3,0,2,7,-32

# Continuation.
SMILES,ABHD4 inh,GC-B act,HTRA1 inh,ASAP1 inh,PG9 Ab binder,Rev-erbA mod,ARFGAP1 inhibitor,rCAG RNA binder,SMARCA2 act,GC-A act
COc1ccc(/C=C2\CCC/C(=C\C=N\N(C)C)C2=O)cc1,4,-1,1,-4,-2.1,0,5,-7,-2,7
CCC1=NC(c2ccccc2OC)N(O)C1(C)C (stereo unspecified),2,-3,5,-10,-0.1,-4,10,-3,0,5
CC(=O)c1cc(C#N)c(N2CC(C)OC(C)C2)nc1C (stereo unspecified),-2,-6,-3,-1,2.0,4,-12,-2,-1,-3
Cc1ccc(NC(=O)C(C)NS(=O)(=O)c2ccc(F)cc2)cc1C (stereo unspecified),-5,-1,-2,-14,-1.3,3,2,-1,1,-4
CC(=O)NC(C(=O)c1ccccc1)N1CCCCC1 (stereo unspecified),-1,-1,6,-4,-0.7,-1,7,3,0,-5
COc1ccc(C(=O)Nc2cc(OCc3ccccc3)c(Cl)cc2Cl)cc1,-8,-11,-2,8,1.2,1,-6,-1,1,1
CCn1c(SCC(=O)Nc2nc(C)c(C)s2)nnc1-c1cccs1,-1,-3,-4,-4,-1.4,-1,18,-2,5,-2
COc1cccc(CN(C)C(=O)CCN=C2NS(=O)(=O)c3ccccc32)c1OC,-1,-2,8,0,0.4,0,2,1,3,0
CC(C)OC(=O)NS(=O)(=O)c1cccc([N+](=O)[O-])c1,6,-1,0,-5,-1.2,4,-4,0,2,3
OC[C@H]1OC(O)C[C@@H](O)[C@@H]1O (stereo partly specified),-7,-3,2,-3,-0.3,-5,4,3,0,1
CC(=O)Nc1ccccc1C(=O)N1CC2(C)CC1CC(C)(C)C2 (stereo unspecified),5,5,3,-1,1.0,2,7,-5,-1,3
CCOC(=O)c1cnc2nc(C(F)(F)F)[nH]n2c1=O,-1,3,6,-11,-0.7,-5,-8,5,-3,2
O=C(CS(=O)Cc1ccccc1Cl)Nc1ccccc1Cl (stereo unspecified),-8,3,7,-10,-2.7,6,0,4,3,2
COC(=O)c1cc2c(c3c4cc(OC)ccc4n(S(=O)(=O)c4ccccc4)c13)C(=O)N(Cc1ccc(C(F)(F)F)cc1)C2,-4,4,.,2,-0.4,2,14,9,-2,3
